Compound activity (PubChem)
FXN GAA850 act = activators of GAA850 frataxin (FXN) promoter. activation, % at 6 µM. AID 540364. HEK293 lucGAA850 FXN promoter luciferase reporter, 24 h; percent of 10 µM SAHA response. actives 0.56% (n = 360,000);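 active means activation above the average of all compounds screened plus 3 SD, cutoff fixed separately per campaign, cut at about 7.5% in these data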;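 further: 0% = DMSO wells and 100% = 10 µM SAHA wells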
DAX1 inh-1 = inhibitors of human orphan nuclear receptor DAX1 (NR0B1) | P51843 | HEK293 Gal4-DAX1 luciferase reporter, luminescence | inhibition, % at 6.75 µM | actives 0.99% (n = 340,000) | AID 504766;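 active means inhibition above the mean over all tested compounds plus 3 SD, cut at about 4.2% in these data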;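 further: 0% = DAX1-transfected cells with DMSO and 100% = empty-vector control cells with DMSO; inhibition shows as a rise in luminescence from relieved DAX1 repression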
Target sequence (P51843 207-470 limits assumed): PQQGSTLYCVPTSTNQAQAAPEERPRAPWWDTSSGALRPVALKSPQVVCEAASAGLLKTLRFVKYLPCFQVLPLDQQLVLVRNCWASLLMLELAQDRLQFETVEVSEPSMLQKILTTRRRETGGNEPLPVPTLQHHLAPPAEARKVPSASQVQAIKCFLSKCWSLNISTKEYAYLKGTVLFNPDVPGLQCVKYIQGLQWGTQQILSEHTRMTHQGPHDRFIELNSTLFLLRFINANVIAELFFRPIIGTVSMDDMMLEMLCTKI
SMARCA2 activ = activators of SMARCA2 function | activation, % at 9.1 µM | actives 1% (n = 370,000) | MG213 cells, MMTV-luciferase reporter, dexamethasone, overnight; in the data active means activation above about 7.8%;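 further: 0% = vehicle wells and 100% = reference activator wells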
PG9 binder = small molecules binding HIV-1 gp120 antibody PG9; AID 624416; inhibition, % at 6.7 µM; TR-FRET gp120-PG9 antibody binding; actives 0.43% (n = 360,000); in the data active means inhibition above about 8.5%
hcDAF12 agonist = H. contortus DAF-12 activation, primary screen; AID 652067; actives 1.4% (n = 370,000); HEK293 hcDAF-12 lit1-tk-luc reporter, luminescence; 0% DMSO, 100% Δ7-dafachronic acid; activation, % at 6.8 µM;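 active means activation above the mean of all tested compounds plus 3 SD, cut at about 5.5% in these data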;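 further: 100% = response to 3 µM Δ7-dafachronic acid high control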
NPR1 activator = GC-A (human) enzyme activation; HEK293 GC-A cells, cGMP TR-FRET, EC30 ANP; 0% at EC30 ANP, 100% saturating ANP; activation, % at 10 µM; actives 0.14% (n = 370,000); in the data active means activation above about 40%
DAX1 inh-2 = blocks DAX1 repression of SF-1 activated StAR promoter; HEK293T StAR-luciferase reporter, SF-1/DAX-1 repression relief; AID 652010; inhibition, % at 6.8 µM; actives 1.1% (n = 370,000);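 active means inhibition above the mean over all tested compounds plus 3 SD, cut at about 3.6% in these data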;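 further: 0% = DAX-1 cells with DMSO and 100% = cells lacking DAX-1 with DMSO; higher inhibition means more luminescence from relief of DAX-1 repression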
ADAM17 inh = inhibits human ADAM17; P78536; actives 0.83% (n = 370,000); AID 720648; recombinant ADAM17, EDANS/DABCYL FRET peptide cleavage; inhibition, % at 6.95 µM;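 active means inhibition above the mean of compounds lying between control limits plus 3 SD, set per campaign, cut at about 8.5% in these data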;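 further: 0% = DMSO-only wells as the low control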
Target sequence (P78536 215-824 limits assumed): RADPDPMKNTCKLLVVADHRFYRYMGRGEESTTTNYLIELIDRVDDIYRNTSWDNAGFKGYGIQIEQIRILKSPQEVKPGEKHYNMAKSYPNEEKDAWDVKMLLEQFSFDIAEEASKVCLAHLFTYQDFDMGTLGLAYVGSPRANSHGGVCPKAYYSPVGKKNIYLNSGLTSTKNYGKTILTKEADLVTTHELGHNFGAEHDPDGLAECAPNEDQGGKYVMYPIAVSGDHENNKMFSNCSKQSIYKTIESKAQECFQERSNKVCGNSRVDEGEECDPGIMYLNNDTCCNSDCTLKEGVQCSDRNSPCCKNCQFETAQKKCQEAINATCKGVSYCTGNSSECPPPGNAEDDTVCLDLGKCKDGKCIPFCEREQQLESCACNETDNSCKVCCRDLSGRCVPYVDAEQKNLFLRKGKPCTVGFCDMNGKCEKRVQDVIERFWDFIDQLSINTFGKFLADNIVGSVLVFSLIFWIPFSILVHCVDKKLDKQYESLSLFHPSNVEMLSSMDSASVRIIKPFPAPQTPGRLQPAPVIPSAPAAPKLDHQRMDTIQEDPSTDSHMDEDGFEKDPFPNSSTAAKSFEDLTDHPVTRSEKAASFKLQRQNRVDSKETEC
ssDAF12 agonist = activates DAF-12 receptor from parasite S. stercoralis; HEK293 ssDAF-12/GRIP1 lit1-tk-luc reporter, luminescence; % of 3 µM dafachronic acid response; activation, % at 6.8 µM; actives 1% (n = 370,000);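 active means activation above the mean over all tested compounds plus 3 SD, cut at about 0.9% in these data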;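 further: 0% = DMSO-only wells and 100% = 3 µM delta7-dafachronic acid wells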
ADAM10 inh = ADAM10 inhibition, QFRET primary screen | AID 720582 | inhibition, % at 7 µM | O14672 | actives 0.62% (n = 370,000) | recombinant ADAM10, EDANS/DABCYL FRET peptide cleavage, 3 h;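 active means inhibition above a per-campaign cutoff equal to the mean of compounds falling between control-based bounds plus 3 SD, cut at about 20% in these data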;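 further: 0% = DMSO wells while the 100% control is not disclosed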
hgDAF-12 ag = agonists of H. glycines DAF-12 nuclear receptor | activation, % at 6.8 µM | actives 1.8% (n = 370,000) | HEK293 GAL4-hgDAF12 UAS-luciferase reporter, agonist luminescence; normalized to butyrate control;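 active means activation above a cutoff set at the mean of all screened compounds plus 3 SD, cut at about 10% in these data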;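 further: 0% = DMSO wells and 100% = sodium butyrate wells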
Starred values were filed as active, the others as inactive; . = not tested or not shown.

Results follow in this order: FXN GAA850 act, DAX1 inh-1, SMARCA2 activ, PG9 binder, hcDAF12 agonist, NPR1 activator, DAX1 inh-2, ADAM17 inh, ssDAF12 agonist, ADAM10 inh, hgDAF-12 ag
> O=C1CC(C(=O)NCCc2ccccc2)SC(=Nc2ccccc2)N1 (stereo not given)
    0.4, ., 2.9, -1.4, 0.8, -1.9, 0.1, -1.9, -1.0, 1.5, 0.3
> Cc1ccccc1C(=O)NCC(c1ccco1)N1CCc2ccccc21 (stereo not given)
    -1.6, 0.4, -0.3, 0.6, -0.1, -6.1, 0.5, -1.0, -0.9, -4.6, 0.3
> Cc1cc(C(=O)CSc2nnc(-c3ccc4c(c3)OCO4)o2)c(C)n1-c1ccc(F)cc1
    1.9, -1.0, 0.4, -3.2, 0.3, -5.2, -0.2, -2.1, -1.1, 0.1, -0.2
> Cc1ccc(C(C(=O)NC2CCCCC2)N2CCOCC2)cc1 (stereo not given)
    -0.5, -0.1, -2.8, -0.2, 0.4, -0.4, -0.1, -2.2, -1.1, -2.0, -1.9
> NC(=O)c1c(NC(=O)c2cccs2)sc2c1CCCCCC2
    2.3, 0.9, 1.9, -2.1, 1.2, -7.4, 0.8, -10.7, -1.4, -18.5, 9.1
> CC1=C(C(=O)N(C(C)C)C(C)C)CC(CC(=O)NCCCCc2ccccc2)C(=O)N1Cc1ccc(F)cc1 (stereo not given)
    ., ., 1.9, 0.3, -1.1, -3.4, -1.0, -1.3, -0.3, -2.0, -2.3
> Cc1ccc(C(O)c2ncc(-c3ccccc3)[nH]2)c(C)c1 (stereo not given)
    -0.6, ., -1.9, 2.0, -0.3, 5.1, 0.1, -2.6, -1.4, 2.9, 3.3
> CC(=O)[C@@]1(O)CCC2C3CC[C@H]4C[C@@H](O)CC[C@]4(C)C3CC[C@@]21C (stereo not given in full)
    -2.1, -0.6, 4.0, -0.9, 0.8, 0.2, 0.5, -5.1, -1.0, -2.2, -0.9
> Cn1c(CNc2cccc(Cl)c2)nnc1SCC#N
    -0.7, -0.7, -3.0, -0.2, 1.7, -0.7, 0.6, 6.4, -0.1, 0.3, 2.3
> COc1ccc(NC(=O)/C(C#N)=C/c2ccc3c(c2)n(C)c(=O)n3C)cc1
    1.1, -0.5, -1.8, -3.4, -2.0, -3.9, -0.4, 3.1, -1.3, -0.7, 1.2
> Cc1ccc([C@@H]2CC=C(C(=O)O)[C@H](c3cccc(Cl)c3)N2S(=O)(=O)c2ccccc2C)cc1
    1.2, -1.0, -0.9, -0.1, 0.1, -3.6, 0.9, 1.4, -0.7, 4.2, -2.0
> Cc1cc(-c2nnc(SCC(=O)Nc3cccc(C)c3C)n2N)n[nH]1
    -1.5, -0.2, 0.3, -1.2, 0.7, 1.3, -0.5, -2.0, -0.2, -2.3, 3.4
> CN(CC(=O)Nc1ccc(C(N)=O)cc1)CC(=O)Nc1ccccc1Br
    1.8, -2.0, 1.0, 0.1, -0.3, -2.0, 0.8, -5.2, -1.3, -4.5, 0.4
> Cc1ccc(C(=O)N2CCN(S(=O)(=O)c3ccc(Br)cc3)CC2)o1
    -0.1, -1.0, -0.3, 0.4, -0.3, -2.5, -0.3, 0.0, -0.9, -5.0, -0.4
> O=C(N=C1SC2CS(=O)(=O)CC2N1c1ccccc1)C1CC1 (stereo not given)
    -1.6, 0.5, -1.0, -1.1, 0.0, 3.6, 0.5, -2.8, -0.9, -1.6, 1.4
> COC(=O)[C@]12CCCCC=C1N(Cc1ccco1)C(=O)[C@H](CC(=O)N1CCN(C(=O)c3ccco3)CC1)C2
    ., ., -3.4, -0.6, 3.0, 1.1, 0.6, -4.2, -0.6, -8.4, -0.2
> CC(NC(=O)COC(=O)Cc1ccccc1[N+](=O)[O-])c1ccccc1 (stereo not given)
    0.8, 0.3, 0.5, -2.4, -0.2, 5.2, 0.5, -0.7, -1.3, 4.1, 2.3
> CCS(=O)(=O)N1CCC(NC(=O)C2CCCCC2)CC1
    1.3, -1.8, 0.0, -0.3, -0.8, 1.6, -0.1, -4.8, 0.1, -0.6, -1.5
> CCN1CCN(CC(=O)N/N=C/c2ccc(F)cc2F)CC1
    1.9, -0.7, -3.3, -0.5, -0.2, -0.4, -0.5, -2.1, 1.1*, -7.1, 1.3
> Nc1ccn([C@@H]2O[C@H](C(=O)N[C@H](Cc3ccccc3)C(=O)N3CCC(F)(F)CC3)[C@@H](O)[C@H]2O)c(=O)n1
    ., ., 2.9, 1.3, -1.1, 3.0, 0.5, -0.5, -1.1, -9.3, 3.2
> Cc1ccc(-n2c(Cn3nc(C(F)F)cc3C(F)F)n[nH]c2=S)cc1
    -0.5, 1.0, -0.5, 1.1, -1.2, 1.3, 0.8, -2.6, -1.1, 5.3, 3.1
> CC(C)(C)c1cnnn1-c1cccc([N+](=O)[O-])c1
    1.7, ., 0.3, -1.5, -1.8, 0.2, -0.6, -2.3, -1.0, -3.2, 1.6
> COc1ccc(-n2c(C)cc(=O)[nH]c2=O)cc1
    1.9, 1.6, -1.2, 0.5, -2.1, 0.1, 0.1, -7.0, -0.9, -2.0, -0.8
> COc1ccc2oc(=N)c(C(=O)Nc3ccccc3Cl)cc2c1
    4.4, 0.0, 3.1, -0.9, 2.8, -2.7, 0.6, -9.9, -0.5, -1.8, 2.6
> O=[N+]([O-])c1c(NCCCO)cc(N2CCCCCC2)c2nonc12
    -0.5, 0.2, -2.2, -0.4, -0.8, 2.6, -0.1, -3.8, -1.6, -14.2, -1.0
> CC(C)c1cccc(C(C)C)c1NC(=O)CCN1C(=O)NC2(CCCC2)C1=O
    0.0, 1.2, -1.2, -1.2, -0.4, 4.0, -0.1, -3.1, -1.4, -4.9, -1.6
> O=C(O)c1cccc(NC(=O)c2ccccc2NC(=O)c2cccs2)c1
    -0.9, 1.5, -1.9, -1.4, 0.3, 1.7, 2.0, -2.2, -0.9, -7.9, 1.4
> COc1cc(N)ccc1Cc1ccc(N)cc1OC
    -1.8, 1.5, -3.6, -0.7, -2.2, -2.1, -0.4, -0.6, -1.1, 1.7, -2.0
> CCC(CC)c1nnc(NC(=O)C2COc3ccccc3O2)s1 (stereo not given)
    2.6, 1.6, -0.5, -3.7, 3.0, 2.0, 2.3, 3.9, -0.9, 2.7, 13.7*
> Fc1cccc(Cl)c1COc1ccc(-c2nnco2)cc1
    3.5, -0.7, 0.4, 0.3, -1.1, 0.7, -0.4, -1.6, -0.5, -2.0, 3.0
> COc1ccc(C2CC(c3ccccc3OC(C)=O)=NN2C(=O)/C=C/c2ccccc2)cc1 (stereo not given)
    -1.4, 0.3, -0.8, -1.2, 0.0, 9.8, -0.5, -2.8, -0.1, 0.4, 3.8
> COCCNC(=O)C1CCCN(Cc2ccc(C#N)cc2)CC1 (stereo not given)
    0.9, ., -2.7, -0.6, -1.1, -0.6, 0.1, 0.7, -1.2, -0.7, -4.8
> COc1ccc(OC)c(N/C(C)=C/C(=O)c2ccncc2)c1
    0.7, 0.6, 0.4, -2.0, -0.5, -0.9, -0.2, -2.7, -1.4, -10.8, 0.9
> Cc1nn(Cc2c(F)c(F)c(F)c(F)c2F)c(C)c1NC(=O)c1ccnn1C
    1.9, 0.2, -1.1, -3.3, -1.0, 3.1, 0.5, -1.4, -1.3, -7.7, -0.5
> CCOC(=O)C1C(C(=O)Nc2cccc(C(F)(F)F)c2)C1C(=O)NC(C)C (stereo not given)
    3.6, 0.3, 3.4, -3.0, -0.5, 0.1, 0.2, -0.5, -1.1, -3.7, -0.9
> Cc1noc(C)c1S(=O)(=O)Nc1cc(C(F)(F)F)ccc1N1CCOCC1
    1.9, 1.4, -2.1, 1.3, -1.3, -0.6, 0.4, -2.3, -1.5, 4.3, -0.9
> Cc1cccc(-n2nc3c(c2NC(=O)c2ccc(Br)o2)CSC3)c1C
    0.6, 0.4, 1.1, -132.0, -2.3, -7.1, 0.2, 1.1, -1.8, 7.5, -1.2
> Cc1cccc(C)c1N=C1C(=O)Nc2ccccc21
    -0.1, -0.2, -1.0, -2.1, 2.1, -2.9, 0.3, -1.1, -0.6, -2.5, 0.1
> CSc1nn2c(C(F)(F)F)cc(C(F)(F)F)nc2c1C(N)=O
    1.5, 1.6, -1.6, -0.6, -1.9, 2.4, 0.2, -6.6, -1.1, -10.4, -1.6
> O=C(Nc1ccc(S(=O)(=O)N2CCOCC2)cc1)c1ccc(F)cc1
    1.4, 0.4, -3.1, -0.6, -1.7, -1.4, -0.1, -2.4, -0.9, -4.3, -0.8
> CC1(C(=O)NCc2cccc(Cl)c2)Cc2c(-c3ccc4c(c3)OCO4)ccnc2O1 (stereo not given)
    -2.4, ., -1.5, 0.9, -1.1, -14.5, -0.8, -3.5, -0.8, -19.8, 0.5
> COc1cccc(-c2cnc(C(O)c3c(C)ccc4ccccc34)[nH]2)c1 (stereo not given)
    -0.2, ., -1.2, 0.4, -1.1, -0.9, 0.2, 4.1, -0.2, 6.2, -2.0
> CN1CCc2c(sc(NC(=O)c3ccco3)c2C(N)=O)C1
    2.1, 0.2, 8.0*, -3.9, 2.9, -0.8, 0.5, -3.1, -0.8, -17.4, 2.4
> CC[n+]1c(/C=C(\C)SC)sc2ccccc21
    0.7, 1.1, 0.3, -0.6, 1.9, ., 0.3, 1.6, -1.4, 1.8, -1.4
> Cn1nnc2cc(C(=O)NCc3ccco3)ccc21
    1.1, -0.3, -1.4, 1.6, -1.4, 3.9, -0.1, -5.1, -0.6, -5.3, -1.1
> CC(C)C[C@H]1COc2cccc(NCCO)c2S(=O)(=O)N1
    ., ., -2.5, -1.7, -0.4, 3.8, 1.3, -1.3, -1.5, -13.6, 0.1
> COC(=O)[C@H]1C[C@H](OC(=O)Nc2c(C)noc2C)[C@@]2(O)CN(S(=O)(=O)c3ccc(C)cc3)CC2[C@H]1C(=O)OC (stereo not given in full)
    -1.0, 0.6, -5.1, 1.5, 1.0, 0.3, 0.4, -3.7, -1.1, -13.1, -0.7
> COc1cc([N+](=O)[O-])ccc1NC(=O)Nc1cnccn1
    0.7, 1.4, 0.6, -1.6, -1.6, 8.6, -0.5, 4.0, -0.6, 5.5, -1.1
> CCN(CC(=O)NCc1ccc(Cl)cc1)C(=O)CCOc1ccccc1C
    -1.6, -1.4, -0.4, -1.3, -1.2, -2.6, -0.7, -2.1, -1.0, 0.6, -0.8
